Compound activity from PubChem.
STAT3 activator: increases IL-6 driven STAT3 reporter signal; U3A cells, IL-6 STAT3-luciferase reporter, luminescence; 100% = signal with IL-6 EC80 alone; activation (% of control), % at 5.6 µM; 0.91% of 190,000 active;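 active means activation above the screen-wide mean of compound activation plus 3 SD, cut at about 130% in these data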;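 further: 0% = background luminescence of wells with medium and substrate only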
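System – human U3A cells carrying STAT3-luciferase construct · Probe or stimulus – Interleukin-6, 33 ng/mL · Schedule – compound 1 h, then IL-6 6 h at 37 °C · Signal – luminescence from STAT3-driven luciferase reporter · Evaluation – percent of IL-6-only median luminescence · Benchmarks – IL-6-only high control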
STAT3 inh: reduces IL-6 driven STAT3 reporter signal. inhibition, % at 5.5 µM. U3A cells, IL-6 STAT3-luciferase reporter, luminescence; host cell line lacks STAT1. 0.89% of 190,000 active. AID 862;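 active means inhibition above the mean inhibition across all screened compounds plus 3 SD, cut at about 44% in these data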;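 further: 0% = DMSO only wells and 100% = 100 µM nifuroxazide control wells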
PPARg SRC3 recr: promotes SRC-3 coactivator recruitment by human PPARgamma; activation, % at 8 µM; 0.26% of 200,000 active; biochemical PPARgamma/SRC-3 coactivator recruitment assay; P37231; in the data active means activation above about 23%;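 further: 0% = DMSO and 100% = reference agonist; some compounds past the cut are filed as inactive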
SRC2 TRFRET art: TR-FRET artefact, counter-screen to PPARgamma/SRC-2 agonist assay | stronger effect = higher value | 0.4% of 200,000 active | TR-FRET ratio at 8 µM; in the data active means TR-FRET ratio above about 2000; further: inactives centre near 1500
ROMK primary: human ROMK K+ channel modulation, primary screen; B-score at 10 µM; P48048; AID 1918; 2% of 130,000 active; Tet-inducible ROMK, thallium flux fluorescence; actives lie on both sides;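 active means signal ratio slope over the read window, or its plate-corrected B-score, at least 3 SD from the plate mean, either direction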;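 further: B-score of the F/F0 ratio slope over 7 to 12 s after thallium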
Target sequence (P48048 whole entry, looked up): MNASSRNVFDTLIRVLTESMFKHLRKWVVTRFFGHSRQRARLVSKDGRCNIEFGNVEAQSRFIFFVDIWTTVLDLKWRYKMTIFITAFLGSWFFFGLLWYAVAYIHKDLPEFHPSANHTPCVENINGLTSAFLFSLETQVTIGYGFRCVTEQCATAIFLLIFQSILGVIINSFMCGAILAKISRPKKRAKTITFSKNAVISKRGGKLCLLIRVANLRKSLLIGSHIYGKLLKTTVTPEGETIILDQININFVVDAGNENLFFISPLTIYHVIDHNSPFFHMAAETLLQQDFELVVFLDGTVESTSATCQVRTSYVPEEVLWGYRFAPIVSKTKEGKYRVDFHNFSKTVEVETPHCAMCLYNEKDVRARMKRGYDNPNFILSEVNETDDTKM
RAM network inh: blocks the yeast RAM network; S. cerevisiae dse1pr::URA3 reporter, 5-FOA growth OD615, 2 d; analog-sensitive cbk1-as2 kinase mutant strain; inhibition, % at 50 µM; AID 868; 1.8% of 190,000 active;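 active means inhibition above a set limit, 3 SD over mean compound inhibition, cut at about 8.4% in these data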;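 further: 0% = DMSO-only wells with no growth and 100% = 10 µM 1-NA-PP1 full growth; inhibition rescues growth on 5-FOA so higher OD means more RAM inhibition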
TLR4 MyD88 comp: blocks binding of human TLR4 to MyD88. O00206+Q99836. HeLa CL3-4 TLR4/MyD88 BLA complementation, FRET ratio. inhibition, % at 8.4 µM. 0.18% of 200,000 active. AID 861; in the data active means inhibition above about 25%;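 further: 0% = vehicle and 100% = reference inhibitor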
STAT1 inh: reduces IFN-gamma driven STAT1 reporter signal. NIH 3T3 STAT1-luciferase reporter, luminescence. inhibition, % at 5.5 µM. 0.35% of 200,000 active. AID 920;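 active means inhibition above a set limit, the mean inhibition across all tested compounds plus 3 SD, cut at about 34% in these data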;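 further: 0% = IFN-gamma with DMSO and 100% = IFN-gamma with 300 µM nifuroxazide; values of inactives mirror those of a sister screen read the other way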
PPARg SRC2 recr: promotes SRC-2 coactivator recruitment by human PPARgamma; P37231; PPARgamma LBD-SRC-2 recruitment, biochemical; activation, % at 8 µM; 0.34% of 200,000 active; AID 1032; in the data active means activation above about 22%;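 further: 0% = vehicle and 100% = reference agonist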
S1P3 antag: antagonists of human S1P3 receptor; Q99500; CHO S1P3 NFAT-BLA reporter, FRET fluorescence, antagonist mode; inhibition, % at 4.98 µM; 0.27% of 170,000 active; AID 485;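 active means inhibition above the plate cutoff, the mean inhibition of test wells on that plate plus 3 SD, cut at about 28% in these data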;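 further: cells challenged with S1P at its EC80 of 0.8 µM; blue over green emission ratio from cleaved BLA substrate after 4 h stimulation; 0% = S1P-stimulated wells and 100% = unstimulated DMSO-only wells; some compounds past the cut are filed as inactive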
Target sequence (Q99500 whole entry, looked up): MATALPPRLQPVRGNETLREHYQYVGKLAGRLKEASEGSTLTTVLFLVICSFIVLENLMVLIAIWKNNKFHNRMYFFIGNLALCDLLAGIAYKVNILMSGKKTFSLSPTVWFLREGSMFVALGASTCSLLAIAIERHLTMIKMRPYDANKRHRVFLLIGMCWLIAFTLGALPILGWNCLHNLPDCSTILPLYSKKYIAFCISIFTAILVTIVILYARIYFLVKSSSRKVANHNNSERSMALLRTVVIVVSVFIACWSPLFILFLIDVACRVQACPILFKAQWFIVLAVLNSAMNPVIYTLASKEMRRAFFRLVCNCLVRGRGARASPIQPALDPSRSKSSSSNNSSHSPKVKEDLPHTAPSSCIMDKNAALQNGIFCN
PPARg SRC1 recr: agonists of human PPARgamma SRC-1 coactivator recruitment | P37231 | PPARgamma-SRC-1 coactivator recruitment biochemical assay | activation, % at 8 µM | 0.41% of 200,000 active | AID 631; in the data active means activation above about 19%;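 further: 0% = DMSO and 100% = reference agonist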
Active calls of the source: *; / = not tested or not shown; & = joins results of further samples.

item | SMILES | STAT3 activator | STAT3 inh | PPARg SRC3 recr | SRC2 TRFRET art | ROMK primary | RAM network inh | TLR4 MyD88 comp | STAT1 inh | PPARg SRC2 recr | S1P3 antag | PPARg SRC1 recr
1 | Cc1ccc(NC(=O)CC2NCCNC2=O)cc1Cl (stereo not drawn) | 103 | -2 | 2 | 1467 | 0.002 | 1.1 | -18 | -2 | -4 | -10 | -5
2 | CC1CCC/C(=N/Nc2nc3ccccc3s2)C1 (stereo not drawn) | 100 | 6 | -3 | 1571 | -0.18 | 0.1 | 4 | -43 | -5 | -9 | -9
3 | COc1ccc(Br)cc1C(=O)N/N=C/c1ccc2c(c1)n(C)c(=O)n2C | 93 | 6 | -1 | 1581 | 0.62 | 5.3 | -1 | 18 | 9 | -12 | 4
4 | COCCN1Cc2cccc(C(=O)Nc3ccc(-c4nc5ccccc5[nH]4)cc3)c2C1=O | 86 | 15 | 2 | 1634 | 1.4 | -0.7 | -11 | -3 | 10 | 4 | 4
5 | CCOC(=O)c1cnc(SCc2ccc(C)cc2)nc1N | 111 | -10 | 1 | 1521 | 0.54 | 5.0 | -6 | -48 | -1 | / | 0
6 | Cc1nn(C)c2nc(-c3cccs3)cc(C(F)(F)F)c12 | 89 | 20 | 4 | 1695 | 0.14 | 3.8 | 12 | -18 | 0 | -7 | 8
7 | COC(=O)c1ccccc1NC(=O)CN(Cc1ccccc1)S(C)(=O)=O | 92 | 14 | -3 | 1763 | / | 0.3 | 1 | 8 | 3 | 9 | 1
8 | Nc1nnc(-c2cccc(Cl)c2Cl)c(N)n1 | 103 | -1 | 0&2 | 1627&1529 | / | 0.1 | 3 | 5 | 4&2 | 2&1 | 7&-4
9 | O=C(c1ccc(F)cc1)N1CCN(c2ncccn2)CC1 | 100 | 0 | -3 | 1573 | / | -0.8 | -7 | -12 | 3 | 1 | 5
10 | Cc1ccc(OCC(=O)N/N=C\c2ccc(C)o2)c(C)c1 | 101 | 5 | 4 | 1626 | 0.11 | -0.9 | -2 | -7 | 0 | -4 | 8
11 | O=C1CCCN1CN1CCCCC1 | 102 | 4 | -1 | 1603 | / | 0.7 | 1 | 2 | 2 | 22 | 3
12 | CN1CCn2c1nc(N1CCCCC1)nc2=O | 97 | 3 | -11 | 1454 | / | 1.4 | -3 | 3 | 1 | -10 | 1
13 | O=C(Oc1cccnc1)c1cc(S(=O)(=O)N2CCOCC2)ccc1Cl | 107 | -8 | 6 | 1671 | -0.36 | 0.9 | -8 | -3 | 6 | / | 0
14 | COc1ccc(C(=O)Sc2nncc3ccccc23)cc1 | 98 | 4 | 5 | 1477 | 1.1 | -0.1 | 4 | 9 | 5 | 3 | 5
15 | CCOC(=O)Cc1csc(SCc2cc(=O)oc3cc(O)ccc23)n1 | 92 | 13 | 4 | 1513 | / | 1.4 | -14 | 5 | -5 | 5 | 2
16 | COc1cc(C(=O)NNC(=S)NC(=O)c2ccccc2C)cc(OC)c1OC | 96 | 5 | 1 | 1600 | 0.0027 | 7.8 | -13 | -13 | 10 | -9 | 6
17 | Cc1ccc(-c2csc(NC(=S)NC(=O)c3cc4ccccc4o3)n2)cc1 | 87 | 18 | -4 | 1503 | -0.22 | 1.7 | 20 | 12 | -10 | 8 | -6
18 | COc1c(/C=N/Nc2nc(N3CCCCC3)nc(N3CCCCC3)n2)cccc1[N+](=O)[O-] | 101 | 6 | 13 | 1474 | / | -2.2 | -13 | -1 | -1 | / | 13
19 | Cc1cccc(N2CCN(C(=O)c3ccoc3C)CC2)c1C | 100 | -2 | -2 | 1481 | -0.59 | 0.5 | 2 | -1 | -3 | -5 | -1
20 | CN1CCN(/N=C/c2ccc(Br)cc2)CC1 | 100 | 3 | -2 | 1416 | -0.86 | 1.1 | -8 | -32 | 0 | -12 | 0
21 | Fc1ccc(-n2nnc(-c3ccnc4ccccc34)n2)cc1 | / | / | 4 | 1631 | / | 2.3 | 2 | -74 | 6 | -11 | 4
22 | O=C(CSc1ncccc1-c1nc2ccccc2[nH]1)Nc1ccc2c(c1)OCCO2 | 92 | 7 | 1 | 1637 | -0.52 | 4.6 | -15 | 0 | -2 | -11 | 6
23 | COc1ccc(OC)c(S(=O)(=O)Nc2cccnc2)c1 | 100 | 7 | 19 | 1413 | / | 1.4 | -1 | 2 | 4 | / | -2
24 | CCCC[N+](CC#Cc1ccccc1)(CCCC)CCCS(=O)(=O)[O-] | 111 | -12 | 0 | 1595 | 0.033 | 1.0 | 4 | -1 | -4 | -13 | 4
25 | CC(C)(C)n1nc2c(c1NC(=O)Cc1ccccc1)CS(=O)(=O)C2 | 103 | 2 | -3 | 1574 | 0.033 | 0.7 | -16 | 1 | -8 | -10 | 1
26 | O=C(Nc1ccccc1)N1CCN2C(=O)c3ccccc3C12c1ccccc1 (stereo not drawn) | 99 | 7 | 9 | 1733 | -1.4 | -0.3 | 10 | -3 | 3 | -5 | -4
27 | CCC(C)C(NC(=O)OC(C)(C)C)C(=O)NC(CC(C)C)C(N)=O (stereo not drawn) | 102 | 2 | 1 | 1484 | / | 1.3 | -19 | 7 | -1 | 0 | 0
28 | CCOC(=O)N1CCC(NC(=O)CN(C)S(=O)(=O)c2cc3c(cc2Cl)NC(=O)CO3)CC1 | 101 | 2 | 2 | 1542 | 0.34 | 4.1 | 2 | -1 | 0 | / | 11
29 | COc1cccc(C(=O)C2CCCN(Cc3cccn3-c3ccccn3)C2)c1 (stereo not drawn) | 103 | 1 | -2 | 1308 | -1.1 | 1.4 | 7 | 1 | 3 | -7 | 3
30 | COc1ccc(NC(=O)/C(Cl)=C(/Cl)S(=O)(=O)Cc2ccc(C)cc2)cn1 | 111 | -7 | 2 | 1428 | -3.8* | -2.0 | 6 | -37 | 6 | / | 4
31 | Cc1cc2c(ncn2C)c(NS(=O)(=O)c2ccc(F)cc2)c1C | 93 | 12 | 3 | 1471 | / | 0.1 | 5 | 3 | 11 | -1 | 9
32 | O=C(c1ccccc1)c1ccc(OCC(=O)N2CCOCC2)cc1 | 102 | 2 | -6 | 1524 | -0.45 | 1.1 | -6 | 11 | 1 | -15 | -3
33 | CCc1ccc(C2NC(c3ccc(CC)cc3)C([N+](=O)[O-])C(C)(C)C2[N+](=O)[O-])cc1 (stereo not drawn) | 102 | 4 | 6 | 1527 | / | 4.0 | -1 | -4 | 0 | 4 | 6
34 | CC1CCN(CCCNC(=O)c2ccc(Cn3c(=S)[nH]c4ccc(Br)cc4c3=O)cc2)CC1 | 112 | -12 | 6 | 1653 | -2.2 | 0.6 | 1 | -2 | 7 | -3 | 16
35 | CC(C)(C)c1nnc2sc(SCC(=O)N3CCc4ccccc43)nn2c1=O | 105 | 6 | 3 | 1728 | 0.12 | 5.6 | 8 | -8 | 7 | -16 | 4
36 | CCOC(=O)c1c(-c2ccc(F)cc2)csc1NC(=O)c1c(-c2ccccc2)noc1C | 100 | -1 | 5 | 1528 | / | 7.9 | -13 | 0 | -2 | 3 | -6
37 | O=C(COC(=O)c1cncc(Br)c1)NCc1ccco1 | 109 | -6 | 5 | 1577 | -0.4 | 0.4 | 0 | 1 | 0 | / | 7
38 | CC1=C(CCN2CCN(C3CCCC3)C(CCO)C2)C(C)(C)CCC1 (stereo not drawn) | 102 | 2 | -3 | 1598 | -2.7 | 1.6 | 0 | 1 | 2 | 10 | -1
39 | CC1CCC(NC(=O)Cn2cc3c(n2)CCCC3)CC1 (stereo not drawn) | 110 | -8 | -10 | 1562 | / | 4.6 | 7 | -15 | 6 | -2 | -4
40 | Cc1ccccc1CSCC(=O)NCCSc1ccccn1 | 99 | 5 | -3 | 1469 | -0.9 | 0.2 | -5 | -3 | 0 | -21 | 2
41 | CCOc1cc(NC(=O)c2ccccc2C)c(OCC)cc1NC(=O)C1=Cc2ccccc2OC1 | 95 | 14 | 14 | 1655 | / | 3.5 | 1 | 4 | 12 | / | 14
42 | COC(=O)C1C2C=CC3(CN(c4cccc(Cl)c4)C(=O)C13)O2 (stereo not drawn) | 89 | 21 | -6 | 1633 | / | 1.0 | 0 | 1 | -1 | -84 | -7
43 | Cc1ccc(S(=O)(=O)NC(=O)NCCCCNC(=O)NS(=O)(=O)c2ccc(C)cc2)cc1 | 89 | 20 | 2 | 1459 | / | 3.0 | -1 | -4 | 2 | / | 6
44 | Cc1cccc(N(CC(=O)NC2CCCCC2)C(=O)c2c(C)noc2C)c1 | 92 | 10 | 3 | 1532 | 0.53 | 1.4 | -3 | 5 | 2 | / | 2
45 | O=C(c1ccccc1OCc1ccccc1Br)N1CCN(c2ncccn2)CC1 | 93 | 13 | 2 | 1472 | / | -0.7 | 18 | 8 | -7 | 5 | 3
46 | Nc1cc(=O)nc(SCC(=O)NC2CCCCC2)n1-c1ccccc1 | 96 | 6 | 11 | 1628 | -0.92 | 1.5 | -3 | 2 | 7 | -22 | 5
47 | CN1CCN(C(=O)C2=C[C@@H](c3csc4ccccc34)C[C@@H](OCc3ccc(CO)cc3)O2)CC1 | / | / | -3 | 1576 | / | 0.0 | -11 | -3 | 3 | -21 | 14

Reformatted with two lines to a compound: seven of the compounds above
Values run as follows: STAT3 activator, STAT3 inh, PPARg SRC3 recr, SRC2 TRFRET art, ROMK primary, RAM network inh, TLR4 MyD88 comp, STAT1 inh, PPARg SRC2 recr, S1P3 antag, PPARg SRC1 recr
19: Cc1cccc(N2CCN(C(=O)c3ccoc3C)CC2)c1C
 : 100, -2, -2, 1481, -0.59, 0.5, 2, -1, -3, -5, -1
20: CN1CCN(/N=C/c2ccc(Br)cc2)CC1
 : 100, 3, -2, 1416, -0.86, 1.1, -8, -32, 0, -12, 0
21: Fc1ccc(-n2nnc(-c3ccnc4ccccc34)n2)cc1
 : /, /, 4, 1631, /, 2.3, 2, -74, 6, -11, 4
22: O=C(CSc1ncccc1-c1nc2ccccc2[nH]1)Nc1ccc2c(c1)OCCO2
 : 92, 7, 1, 1637, -0.52, 4.6, -15, 0, -2, -11, 6
23: COc1ccc(OC)c(S(=O)(=O)Nc2cccnc2)c1
 : 100, 7, 19, 1413, /, 1.4, -1, 2, 4, /, -2
24: CCCC[N+](CC#Cc1ccccc1)(CCCC)CCCS(=O)(=O)[O-]
 : 111, -12, 0, 1595, 0.033, 1.0, 4, -1, -4, -13, 4
25: CC(C)(C)n1nc2c(c1NC(=O)Cc1ccccc1)CS(=O)(=O)C2
 : 103, 2, -3, 1574, 0.033, 0.7, -16, 1, -8, -10, 1
